MOR-DOR ag: agonists of human mu-delta opioid receptor heterodimerization | cells, OPRM1-OPRD1 heterodimerization, luminescence | activation, % at 9.3 µM | 340,000 tested, 0.3% active; in the data active means activation above about 18%;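 further: 0% = vehicle-treated cells and 100% = reference agonist; values of inactives mirror those of a sister screen read the other way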
V-ATPase pH: yeast V-ATPase proton transport regulation by pHLuorin | response, % at 10 µM | 350,000 tested, 0.37% active | S. cerevisiae, pHLuorin cytosolic pH fluorescence; in the data active means response mostly above about 7.3%, no sharp cut-off; inactive means mostly below about 5.4%; further: actives read high; inactives centre near 0; some compounds called inactive have numbers as strong as hits; reference of the scale not given here
RTF Ca sens inh: cardiac RTF calcium desensitization. IANBD-labeled cardiac RTF, Ca2+ fluorescence. 340,000 tested, 0.12% active. inhibition, % at 7.15 µM. P19429+P45379. AID 493244;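 active means inhibition above the mean inhibition of all tested compounds plus 3 SD, cut at about 17% in these data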;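 further: assay run at fixed EC70 calcium of 1.6 mM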
LANA DNA inh: inhibitors of KSHV LANA C-terminal domain DNA binding. inhibition, % at 9 µM. MBP-C-LANA/FAM-LBS DNA binding, fluorescence polarization. 340,000 tested, 0.078% active;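 active means highest replicate inhibition at or above 60% at 9 µM, even if other replicates fall short; inactive means all replicates below 60% inhibition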;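 further: 0% = neutral control wells and 100% = 4 µM acridine orange control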
Keap1 Nrf2 FP: disrupts human Keap1 binding to Nrf2 peptide; inhibition, % at 9.4 µM; AID 504523; Keap1 Kelch-Nrf2 peptide fluorescence polarization, 1536-well; 340,000 tested, 0.15% active; Q14145; in the data active means inhibition above about 12%;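 further: human Keap1 Kelch domain with fluorescein labeled Nrf2 9mer peptide probe; 0% = neutral control wells and 100% = peptide positive control; higher means more block of Keap1 binding to Nrf2 peptide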
Target sequence (Q14145 whole entry, looked up, the tested form may be a part): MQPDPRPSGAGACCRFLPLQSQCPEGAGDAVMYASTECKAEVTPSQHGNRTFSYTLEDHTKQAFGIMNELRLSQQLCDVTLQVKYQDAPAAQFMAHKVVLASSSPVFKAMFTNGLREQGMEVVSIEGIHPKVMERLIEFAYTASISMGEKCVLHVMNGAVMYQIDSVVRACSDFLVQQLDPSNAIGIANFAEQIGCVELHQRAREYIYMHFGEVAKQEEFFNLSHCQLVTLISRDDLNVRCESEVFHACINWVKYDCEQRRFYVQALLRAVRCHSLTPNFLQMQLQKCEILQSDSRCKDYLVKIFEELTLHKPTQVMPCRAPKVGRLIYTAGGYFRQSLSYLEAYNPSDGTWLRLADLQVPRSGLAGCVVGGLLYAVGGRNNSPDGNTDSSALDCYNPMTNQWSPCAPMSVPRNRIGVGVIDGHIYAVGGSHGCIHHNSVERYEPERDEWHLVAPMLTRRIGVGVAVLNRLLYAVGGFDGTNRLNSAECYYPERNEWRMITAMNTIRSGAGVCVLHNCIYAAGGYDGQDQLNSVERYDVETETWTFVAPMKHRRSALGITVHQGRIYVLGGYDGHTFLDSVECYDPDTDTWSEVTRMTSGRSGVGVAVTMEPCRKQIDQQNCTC
HTR5A ag ctr: activates human HTR5A in OPRM1-OPRD1 agonist counter-screen; P47898; HTR5A agonist assay, luminescence, cell-based; activation, % at 9.3 µM; 340,000 tested, 0.61% active; in the data active means activation mostly above about 9.5%, no sharp cut-off; inactive means mostly below about 7.6%;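 further: 0% = cells with vehicle only and 100% = reference agonist; strong numbers were not always called active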
Target sequence (P47898 whole entry, looked up): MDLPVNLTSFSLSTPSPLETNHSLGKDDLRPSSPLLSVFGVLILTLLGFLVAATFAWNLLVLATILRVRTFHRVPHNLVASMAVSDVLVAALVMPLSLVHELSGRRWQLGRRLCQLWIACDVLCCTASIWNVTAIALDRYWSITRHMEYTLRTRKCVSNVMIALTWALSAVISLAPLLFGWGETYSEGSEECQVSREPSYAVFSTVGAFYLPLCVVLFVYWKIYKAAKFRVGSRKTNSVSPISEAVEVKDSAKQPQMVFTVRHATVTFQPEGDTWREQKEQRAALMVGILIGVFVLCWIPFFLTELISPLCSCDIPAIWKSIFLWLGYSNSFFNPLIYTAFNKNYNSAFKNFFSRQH
cardiac RTF act: cardiac RTF calcium sensitization. IANBD-labeled TnC RTF fluorescence at EC20 calcium; 0% EC20 calcium, 100% full calcium. activation, % at 7.2 µM. 340,000 tested, 0.24% active. AID 493008;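 active means activation above the mean over all tested compounds plus 3 SD, cut at about 30% in these data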;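 further: rise in fluorescence read as greater calcium sensitivity of cardiac thin filaments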
CAL PDZ FP: CAL PDZ (human) peptide binding inhibition | Q9HD26 | purified CAL PDZ, TMR-peptide fluorescence polarization, 1 h | inhibition, % at 24.9 µM | 300,000 tested, 0.92% active | AID 602252;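 active means mean inhibition of at least 30% with at least half of replicates also reaching 30%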;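 further: 0% = DMSO neutral control and 100% = excess unlabeled competitor peptide PRC23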
HTR5A inv ctr: counter-screen for OPRM1-OPRD1 inverse agonists: human HTR5A inverse agonism; 340,000 tested, 0.083% active; HTR5A cell line, luminescence; AID 504634; inhibition, % at 9.3 µM; P47898; in the data active means inhibition mostly above about 23%, no sharp cut-off; inactive means mostly below about 18%;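 further: 0% = cells with DMSO and 100% = no-cell wells with DMSO; some compounds called inactive have numbers as strong as hits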
OPRM1-OPRD1 inv: inverse agonists of human mu-delta opioid receptor heterodimerization; P35372+P41143; cell-based MOR-DOR heterodimer luminescence, inverse agonism; inhibition, % at 9.3 µM; 340,000 tested, 0.21% active; AID 504357; in the data active means inhibition above about 22%, passing the limit was not always enough;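 further: 0% = cells with DMSO and 100% = wells without cells with DMSO; values of inactives mirror those of a sister screen read the other way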
Active calls of the source: *; / = no result given.

SMILES	MOR-DOR ag	V-ATPase pH	RTF Ca sens inh	LANA DNA inh	Keap1 Nrf2 FP	HTR5A ag ctr	cardiac RTF act	CAL PDZ FP	HTR5A inv ctr	OPRM1-OPRD1 inv
CN1CCCC(OC(=O)CCCCC(=O)OC2CCCN(C)C2)C1 (configuration not stated)	4.7	-1	-9	-0.5	-1	7	-9	-4	-24	-26
O=C(CN1CCN(Cc2cccc3ccccc23)CC1)NCCc1ccccc1	2.5	0	6	0.2	-5	3	-2	2	-8	-20
CCOC(=O)/C(C#N)=C/c1c(N2CCN(c3ccccc3)CC2)nc2ccccn2c1=O	-2.7	4	-15	-0.3	-5	1	4	11	-3	15
O=C(Nc1ccc(Br)cc1)c1cccc2c1C(=O)N(C1CCCCC1)C2	-2.3	1	-7	-0.2	-2	4	3	/	9	12
O=C(NCCCn1ccnc1)C(=O)NCC1OCCN1S(=O)(=O)c1ccc(Br)cc1 (configuration not stated)	-0.6	0	-4	-1.3	-1	1	-2	-2	-3	4
O=C(NCc1cccnc1)c1ccc(COc2ccc(Cl)cc2)cc1	0.9	0	1	0.0	2	5	2	0	3	-6
COc1ccc(-c2csc(Cc3nnc4n3CCCCC4)n2)cc1	0.3	-3	-14	0.4	2	-2	-2	-6	-9	-2
CCOc1ccc(C(=O)NC2CCN(C(=O)Nc3ccc(F)cc3)CC2)cc1	0.7	5	4	1.3	-7	11	2	0	-34	-5
Cn1cnc([N+](=O)[O-])c1Cl	/	-3	/	0.8	0	/	/	-5	/	/
O=C(O)CCc1ccc(-c2ccccc2)n1-c1cccc(O)c1	-1.8	-1	-8	-1.5	-2	2	4	0	4	10
O=C(COC(=O)c1cccs1)NCc1ccccc1	-1.8	1	-9	2.9	-2	-9	8	-1	-43	10
CCCCn1c(C)cc2cc(O)ccc21	0.3	2	-8	-1.2	-7	-3	3	-4	-6	-1
Cc1ccn2c(-c3csc(NCc4ccccc4)n3)c(C)nc2c1	4.0	1	3	-1.4	-2	7	5	-1	1	-23
O=[N+]([O-])c1cccc(/C=N/Nc2nc(NCc3ccccc3)nc(N3CCOCC3)n2)c1	5.5	0	-2	-1.2	-3	5	-5	-1	-20	-31
NS(=O)(=O)c1ccc(CCNC(=O)COC(=O)c2cc([N+](=O)[O-])ccc2N2CCOCC2)cc1	-1.7	-3	-4	0.3	-1	4	-5	-1	-11	11
CC(=O)N1CCN(c2ccc(NC(=O)c3ccc4c(c3)OCCO4)cc2Cl)CC1	0.2	-2	-15	-1.9	-2	-3	1	2	27	-1
Cc1ccc(S(=O)(=O)N2CCOCC2)cc1C(=O)OCC(=O)NCc1ccc2c(c1)OCO2	-0.7	-4	0	-0.1	1	-1	1	6	3	3
CCCCOc1ncnc2c1[nH]c1ccc(F)cc12	0.8	1	-3	-1.1	-4	3	2	1	-10	-5
COc1ccc(N(CC(=O)Nc2ccccc2C)S(=O)(=O)c2ccccc2[N+](=O)[O-])c(OC)c1	-2.0	1	-6	-2.0	-1	2	0	0	-6	12
O=c1[nH]c2ccccc2cc1CN(Cc1cccnc1)S(=O)(=O)c1ccc([N+](=O)[O-])cc1	3.9	2	-1	-2.3	0	-1	-5	-1	2	-20

A section taken from the entries so far, as a working copy:
SMILES	MOR-DOR ag	V-ATPase pH	RTF Ca sens inh	LANA DNA inh	Keap1 Nrf2 FP	HTR5A ag ctr	cardiac RTF act	CAL PDZ FP	HTR5A inv ctr	OPRM1-OPRD1 inv
CN1CCCC(OC(=O)CCCCC(=O)OC2CCCN(C)C2)C1 (configuration not stated)	4.7	-1	-9	-0.5	-1	7	-9	-4	-24	-26
O=C(CN1CCN(Cc2cccc3ccccc23)CC1)NCCc1ccccc1	2.5	0	6	0.2	-5	3	-2	2	-8	-20
CCOC(=O)/C(C#N)=C/c1c(N2CCN(c3ccccc3)CC2)nc2ccccn2c1=O	-2.7	4	-15	-0.3	-5	1	4	11	-3	15
O=C(Nc1ccc(Br)cc1)c1cccc2c1C(=O)N(C1CCCCC1)C2	-2.3	1	-7	-0.2	-2	4	3	/	9	12
O=C(NCCCn1ccnc1)C(=O)NCC1OCCN1S(=O)(=O)c1ccc(Br)cc1 (configuration not stated)	-0.6	0	-4	-1.3	-1	1	-2	-2	-3	4

Next results
SMILES	MOR-DOR ag	V-ATPase pH	RTF Ca sens inh	LANA DNA inh	Keap1 Nrf2 FP	HTR5A ag ctr	cardiac RTF act	CAL PDZ FP	HTR5A inv ctr	OPRM1-OPRD1 inv
C=CCOC(=O)C1=C(C)Nc2ncnn2C1c1cc(Br)ccc1F (configuration not stated)	5.6	3	-5	1.6	-1	-3	2	2	-31	-28
CN(c1ccccc1C(=O)NCc1ccco1)S(C)(=O)=O	-2.8	-2	-9	3.1	2	-1	-2	1	-13	15
COc1cc(/C=C2/C(=N)N3OC(C)=CC3=NC2=O)ccc1OC(=O)c1ccco1	-1.6	-6	2	0.3	2	2	-3	-1	-8	10
COC(=O)c1ccc(S(=O)(=O)N2C3CCC2CC(NC(=O)C2CC2)C3)cc1 (configuration not stated)	0.2	-1	-6	0.3	-4	-2	6	-1	4	-1
COc1ccc(NC(=S)N2CCC(C(=O)N3CCCCCC3)CC2)cc1	-3.4	2	-7	1.4	-6	-1	8	-2	8	16
Cc1noc(NS(=O)(=O)c2ccc(NC(=O)C(C)C)cc2)c1C	-2.7	5	-2	0.3	-1	1	0	/	-12	14
CCc1ccc2[nH]c(=O)c(C(c3nnnn3Cc3ccco3)N3CCC(C)CC3)cc2c1 (configuration not stated)	6.9	0	-5	1.0	-3	1	2	-2	-3	-30
O=C(N/N=C/c1ccsc1)c1cc(-c2cccs2)nc2ccccc12	-1.6	-1	0	-1.9	2	1	-7	1	6	8
COc1cc(/C=N/Nc2cc(C)nc(NS(=O)(=O)c3ccc(C)cc3)n2)ccc1O	-0.3	2	-5	0.2	-1	-6	-2	2	15	2
C#CCOc1ccc(Br)cc1/C=N/O	-2.0	6	-7	-0.7	0	4	0	-3	-9	10
Cc1cccc(C(C)C)c1NC(=O)c1ccc(OCC2CCCO2)cc1 (configuration not stated)	-0.5	-1	-3	0.0	-5	-4	-8	-3	15	2
COc1ccccc1NC(=O)CSc1nc2ccccc2nc1N1CC(C)OC(C)C1 (configuration not stated)	1.0	-3	1	1.6	-9	-2	0	-3	5	-6
Nc1c(C(=O)CSc2nnc(-c3ccccc3F)o2)c(=O)[nH]c(=O)n1C1CC1	-2.9	0	-6	-2.6	5	1	-2	11	-2	12
CCCOc1ccccc1C(=O)N1CCNC(=O)C1CC(=O)OC(C)C (configuration not stated)	-0.8	-3	1	-2.4	-3	-3	4	-3	-10	5
O=C(COc1ccc(-n2ccnc2)cc1)Nc1cccc(Cl)c1	0.9	0	-2	-0.5	-8	0	-1	-1	8	-4
CCc1ccc2oc(-c3ccc(OC)cc3)cc(=Nc3cccc(C(=O)O)c3)c2c1	0.0	1	-5	2.0	-6	2	1	-7	-19	0
CCc1ccc(-n2c(SCC(=O)N3CCC(C(=O)O)CC3)nnc2-c2ccncc2)cc1	-2.9	-1	-6	4.9	-2	0	-3	0	-1	14
Cc1cc(Cl)ccc1Oc1nccc(N(C)C)c1C#N	2.7	-2	-7	-0.8	0	4	5	0	-11	-15
O=C(C1CC(=O)N(c2ccc(Br)cc2)C1)N1CCCC1 (configuration not stated)	-0.2	0	-7	-0.4	-1	1	2	-4	0	2
N#Cc1c2n(c3c(=O)n(CC(=O)c4ccc(Br)cc4)cnc13)CCCC2	-3.3	1	-6	3.1	2	1	0	-5	5	15

A second format for some results above:
SMILES | MOR-DOR ag | V-ATPase pH | RTF Ca sens inh | LANA DNA inh | Keap1 Nrf2 FP | HTR5A ag ctr | cardiac RTF act | CAL PDZ FP | HTR5A inv ctr | OPRM1-OPRD1 inv
Cc1noc(NS(=O)(=O)c2ccc(NC(=O)C(C)C)cc2)c1C | -2.7 | 5 | -2 | 0.3 | -1 | 1 | 0 | / | -12 | 14
CN(c1ccccc1C(=O)NCc1ccco1)S(C)(=O)=O | -2.8 | -2 | -9 | 3.1 | 2 | -1 | -2 | 1 | -13 | 15
CCCOc1ccccc1C(=O)N1CCNC(=O)C1CC(=O)OC(C)C (configuration not stated) | -0.8 | -3 | 1 | -2.4 | -3 | -3 | 4 | -3 | -10 | 5
Nc1c(C(=O)CSc2nnc(-c3ccccc3F)o2)c(=O)[nH]c(=O)n1C1CC1 | -2.9 | 0 | -6 | -2.6 | 5 | 1 | -2 | 11 | -2 | 12

(more compounds)
SMILES	MOR-DOR ag	V-ATPase pH	RTF Ca sens inh	LANA DNA inh	Keap1 Nrf2 FP	HTR5A ag ctr	cardiac RTF act	CAL PDZ FP	HTR5A inv ctr	OPRM1-OPRD1 inv
O=C(NNC(=S)NC(=O)c1ccc(Br)cc1)c1cccc([N+](=O)[O-])c1	-2.2	0	-9	-0.2	0	-1	-2	0	4	11
Cn1c(C(=O)NCCCN2CCCC2=O)cc2c(=O)n(C)c3ccccc3c21	-2.1	-3	0	-1.6	-3	6	-1	-4	-16	11
CC[n+]1c(C)n(-c2ccccc2)c2ccc(NC(C)=O)cc21	-1.4	-3	9	0.2	-1	4	1	0	-1	7
CCC(C)c1ccc(O)c(NC(=O)c2cccnc2)c1 (configuration not stated)	-0.4	0	4	-0.7	-6	1	-1	-8	-23	3
CCOC(=O)C1CCN(C(c2cc3cc(C)cc(C)c3[nH]c2=O)c2nnnn2C2CCCCC2)CC1 (configuration not stated)	-0.3	2	-2	13	1	-5	-5	-5	0	1
c1csc(-c2ncc3ccccn23)c1	-1.6	1	3	-1.4	-2	5	2	4	-2	6
COC(=O)Cn1cnc2c(cnn2-c2ccccc2)c1=O	-1.4	2	-1	0.3	-2	-2	5	-1	5	7
O=C(O)c1nn(CC(=O)N(C2CCCCC2)C2CCCCC2)c(=O)c2ccccc12	-0.5	3	-4	0.7	2	1	6	/	8	2
Cc1cc(NC(=O)CCc2ccc(S(=O)(=O)N3CCOCC3)cc2)n(-c2ccccc2)n1	1.9	1	-3	-0.6	0	6	5	1	-2	-10
O=C(C1=C(O)C(=O)N(CCN2CCOCC2)C1c1ccc(Cl)cc1)c1cc2ccccc2o1 (configuration not stated)	-3.1	-7	-1	-0.8	-5	4	-3	-3	-14	15
COc1ccc(NC2CCCN(C(=O)c3oc(C)cc3C)C2)cc1OC (configuration not stated)	-1.8	1	-1	0.1	-4	-4	0	-2	-19	10
OCC1(CCOc2ccccc2)CCN(Cc2cn[nH]c2-c2ccccc2)CC1	-0.4	4	5	-1.4	-5	-2	-4	2	17	3
CCN(CC)c1ccc(NC(=O)Cn2nnc(-c3cccc(OC)c3OC)n2)c(C)c1	0.3	-1	4	-1.1	-4	0	-2	2	1	-2
CC1CCN(S(=O)(=O)c2ccc(C(=O)OCc3ccc4c(c3)OCO4)cc2)CC1	-0.9	0	-3	-1.0	-1	6	-4	/	-20	5
Cc1ccc(C(C)C)c(Oc2nnnn2-c2ccccc2)c1	2.3	-2	3	0.7	-1	7	3	-2	-3	-13
Oc1ccc(-c2n[nH]c(=S)n2Cc2ccccc2)cc1	-1.8	-2	-4	1.1	-3	-2	-8	-2	-16	10
c1ccc(Cc2nnc3sc(C4COc5ccccc5O4)nn23)cc1 (configuration not stated)	-2.9	-1	-2	-0.2	-1	0	-1	/	-7	15

Screens (PubChem)
